Screening data: PubChem, National Center for Advancing Translational Sciences (NCATS)
TrxR1 substrate: is turned over as a substrate by rat TrxR1; Potency, µM (highest dose often 114 µM), for inactives: at the highest dose activity change, negative = substrate turnover; hit rate 0.01% among 390,000; O89049; purified TrxR1 substrate turnover, NADPH consumption readout; further: on the % scale 0 is the no-effect control and ±100 the full control effect; nearly all actives have a fitted effect of over 50% in size
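Rat TrxR1, dispensed at 90 nM, was prereduced with 400 uM NADPH (final) for 5 min at ~22 deg C, then incubated with compound 15 min before 400 uM selenite. A first-read NADPH fluorescence drop versus no-compound background flagged substrates.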
RXFP1 agonist: activates the human relaxin receptor RXFP1; AID 2676; Potency, µM (highest dose often 57.5 µM), inactives show at the highest dose activation, actives largely listed as activators; Q9HBX9; hit rate 0.3% among 370,000; HEK293T-RXFP1 cAMP TR-FRET, 30 min; response scale: percent of porcine relaxin response, buffer zero; further: on the % scale 0 is the no-effect control and ±100 the full control effect; nearly all actives have a fitted effect of over 60% in size; many of its hits are not listed in these tables
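HEK293T cells stably expressing RXFP1 were pretreated with the PDE4 inhibitor Ro 20174, exposed to compounds for 30 min at 37C, lysed, and cAMP was read by TR-FRET. Data normalized to buffer (basal) and 29 nM porcine relaxin (100%).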
USP1 inh: inhibitors of human USP1/UAF1 deubiquitinase; recombinant USP1/UAF1, Ub-Rhodamine cleavage fluorescence; AID 743255; hit rate 0.23% among 390,000; Potency, µM (highest dose often 57.1 µM), for the others: at the highest dose activity change, negative = inhibition, usual class: inhibitors; O94782; further: on the % scale 0 is the no-effect control and ±100 the full control effect; nearly all actives have a fitted effect of over 60% in size; inactives centre near -12
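In this screen, compounds sit with the deubiquitinase complex (1nM) for 15 min at room temperature before Ub-Rho is added at 150nM final. Fluorescence rise is then followed for 6 reads every 60 seconds.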
IDH1 R132H inh: inhibitors of human mutant IDH1 R132H. O75874. IDH1-R132H enzyme, NADPH consumption, diaphorase/resazurin fluorescence. Potency, µM (top dose mostly 76.6 µM), for inactives: at the highest dose activity change, negative = inhibition, most hits filed as inhibitors. hit rate 0.093% among 390,000. AID 602179; further: on the % scale 0 is the no-effect control and ±100 the full control effect; nearly all actives have a fitted effect of over 65% in size
Target sequence (O75874 whole entry R132H, stated change not applied): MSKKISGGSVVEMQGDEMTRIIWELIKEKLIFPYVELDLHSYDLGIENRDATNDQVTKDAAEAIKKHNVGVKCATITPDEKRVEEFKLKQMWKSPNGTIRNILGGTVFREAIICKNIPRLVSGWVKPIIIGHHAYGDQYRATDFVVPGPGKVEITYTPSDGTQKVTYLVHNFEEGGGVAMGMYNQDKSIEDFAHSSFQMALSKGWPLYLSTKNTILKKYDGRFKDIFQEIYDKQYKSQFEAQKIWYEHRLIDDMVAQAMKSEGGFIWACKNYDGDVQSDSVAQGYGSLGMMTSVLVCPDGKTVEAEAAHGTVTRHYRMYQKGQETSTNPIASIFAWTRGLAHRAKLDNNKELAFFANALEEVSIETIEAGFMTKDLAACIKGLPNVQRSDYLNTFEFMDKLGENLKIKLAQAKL
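IDH1-R132H (0.5 ug/mL) preincubated 30 min with compound, then NADPH (0.016 mM) and alpha-KG (2 mM) added; 80 min at RT, pH 7.5. Remaining NADPH coupled via diaphorase/resazurin to fluorescence (540/590 nm); concentration-response curves normalized to no-enzyme control.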
Vif-APOBEC3F blk: inhibitors of Vif-A3F interaction. Potency, µM (highest dose often 46.1 µM), inactives show at the top dose activity, negative = active. HeLa A3F-eYFP + Vif (tagged APOBEC3F with the HIV-1 protein that degrades it), YFP fluorescence increase. AID 602313. hit rate 0.2% among 390,000; further: % of control where 0% means no effect; nearly all actives have a fitted effect of over 65% in size
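HeLa cells stably expressing A3F-eYFP plus Vif, plated and incubated overnight at 37 deg C, then exposed to compounds overnight at 37 deg C. Blocked degradation read as raised yellow fluorescence (Ex 488/Em 500-530).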
Vif-A3G inh: Vif-A3G binding inhibition; Q9HC16; HeLa A3G-eYFP + Vif (tagged APOBEC3G with the HIV-1 protein that degrades it), YFP fluorescence, overnight; Potency, µM (titrated, usually from 46.1 µM), for the others: at the top dose activity, negative = active, most hits filed as inhibitors; hit rate 0.076% among 410,000;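 further: on the % scale 0 is the no-effect control and ±100 the full control effect; nearly all actives have a fitted effect of over 60% in size; hits raise eYFP signal because A3G escapes Vif-driven loss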
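Read-out is eYFP fluorescence (Ex 488/Em 500-530) from Vif-expressing HeLa A3G-eYFP cells; more signal means A3G escaped Vif-mediated degradation. Cells plated overnight, compound pinned in, incubated overnight at 37 deg C.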
RGS4 inh: inhibitors of human regulator of G protein signaling 4. P49798. Transcreener GDP fluorescence polarization, RGS4-accelerated GTP hydrolysis. Potency, µM (series often up to 114 µM), for inactives: at the highest dose activity change, negative = inhibition, actives largely listed as inhibitors. hit rate 0.039% among 390,000. AID 504845; further: on the % scale 0 is the no-effect control and ±100 the full control effect; nearly all actives have a fitted effect of over 75% in size; some results filed as inactive show a strong effect at the top dose
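MLSMR compounds (23 nl, pin-transferred) preincubated 10 min at room temperature with a 500nM (2x) first reagent, then RGS4 at 900nM (2x) plus Transcreener GDP mix added; fluorescence polarization (620/688 nm) read before and after 90 min at 30 °C.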
ALOX12 inh: blocks human arachidonate 12S-lipoxygenase | P18054 | purified 12hLO, xylenol orange hydroperoxide absorbance | Potency, µM (titrated, usually from 108 µM), inactives show at the top dose activity change, negative = inhibition, most hits filed as inhibitors | hit rate 1.1% among 580,000 | AID 1671190; further: on the % scale 0 is the no-effect control and ±100 the full control effect
Target sequence (P18054 whole entry, looked up): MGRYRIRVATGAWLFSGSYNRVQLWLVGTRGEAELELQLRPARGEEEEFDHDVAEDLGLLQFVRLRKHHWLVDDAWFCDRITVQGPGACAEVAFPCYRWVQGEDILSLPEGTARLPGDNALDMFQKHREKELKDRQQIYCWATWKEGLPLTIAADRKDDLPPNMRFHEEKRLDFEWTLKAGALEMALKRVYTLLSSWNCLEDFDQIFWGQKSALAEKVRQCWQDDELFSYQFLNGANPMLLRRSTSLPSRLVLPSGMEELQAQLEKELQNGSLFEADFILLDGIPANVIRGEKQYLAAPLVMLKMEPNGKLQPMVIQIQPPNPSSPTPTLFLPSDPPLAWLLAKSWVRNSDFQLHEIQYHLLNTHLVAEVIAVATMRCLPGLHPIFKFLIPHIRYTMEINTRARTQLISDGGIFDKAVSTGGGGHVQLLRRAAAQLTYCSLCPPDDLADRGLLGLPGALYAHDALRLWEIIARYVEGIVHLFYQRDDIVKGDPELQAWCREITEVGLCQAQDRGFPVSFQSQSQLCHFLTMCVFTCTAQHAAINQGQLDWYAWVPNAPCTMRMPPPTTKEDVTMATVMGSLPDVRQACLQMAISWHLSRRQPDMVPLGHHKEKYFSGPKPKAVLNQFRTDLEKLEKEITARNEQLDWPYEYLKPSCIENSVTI
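Purified human 12hLO at 150 nM in 25 mM Hepes, 0.01% Triton X-100, pH 7.0, preincubated 15 min at room temperature with compound. Reaction started with 40 uM arachidonic acid, 30 min at room temperature. Hydroperoxide measured by Fe-xylenol orange, 573/405 nm absorbance ratio.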
rTrxR1 inhibitor: rat TrxR1 inhibition. Potency, µM (highest dose often 114 µM), for the others: at the top dose activity change, negative = inhibition, usual class: inhibitors. hit rate 1% among 390,000. recombinant rTrxR1, NADPH fluorescence consumption, selenite substrate; further: on the % scale 0 is the no-effect control and ±100 the full control effect; nearly all actives have a fitted effect of over 65% in size
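Rat TrxR1 (90 nM in the dispensed reagent) was pre-reduced with 400 uM NADPH for 5 min at room temperature, then incubated with compound for 15 min. After 400 uM selenite was added, NADPH fluorescence (Ex 340/Em 450 nm) was followed for 8 min.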
The depositor's hits bear a star; ? = inconclusive; nt = no result given; & = joins results of further samples; [ ] = another dose, or the depositor's remark. The call rests on the fitted dose curve; in most records, active means well fitted curve in the direction sought with a large enough effect; inconclusive means small, poorly fitted or top-dose-only effect, or another doubt; inactive means no such curve, though single readings can be large; an effect the other way counts as inactive or inconclusive. Potency means the concentration at half of the fitted maximal effect. These rows are one share of the data; count on the stated rates, not on these rows.

Every second line gives: TrxR1 substrate, RXFP1 agonist, USP1 inh, IDH1 R132H inh, Vif-APOBEC3F blk, Vif-A3G inh, RGS4 inh, ALOX12 inh, rTrxR1 inhibitor
1: COC(=O)Cn1nc(-c2ccccc2)c2ccccc2c1=O
    10%, 0.8%, 4%, 0%, -7%, 1%, 7%, -14%&5%, 32%
2: CCN(C(=O)COC(=O)c1cc(C)n(-c2ccc(F)cc2)c1C)C1CCS(=O)(=O)C1 (configuration not stated)
    -10%, -0.2%, -15%, 1%, nt, 2%, 11%, -2%, -10%
3: Nc1nc2ccc(N3CCOCC3)cc2s1
    -6%, -3.9%, -4%, 5%, nt, 0%, -38%, ?, 10%
4: O=C(CSc1nnc(Cc2cccs2)n1Cc1ccco1)Nc1ccc(Cl)cc1Cl
    11%, 3.0%, -22%, -3%, 3%, 3%, -26%, ?, ?
5: CNC(=O)CSc1ncnc2c1cnn2-c1ccccc1
    6%[57.1 µM], 5.3%, -18%, 1%, -1%, 2%, 3%, -4%, 22%[57.1 µM]
6: Cc1c2ccccc2nc2c(F)c(NC(C)C)c(F)c(F)c12
    5%[57.1 µM], 8.9%, ?, -5%, 13µM*, ?, -26%, ?, -40%
7: Fc1ccc(Nc2nc(N3CCOCC3)nc(N3CCOCC3)n2)cc1Cl
    -1%[57.1 µM], -0.2%, -17%, 0%, 3%, 3%, -16%[56.9 µM], -15%, 13%[57.1 µM]
8: COCc1[nH][nH]c(=O)c1C=Nc1ccc(OC(F)(F)F)cc1
    -4%, -0.7%, -7%, 11%, -8%, 0%, 17%, 2%, 5%
9: CCOc1ccccc1Nc1cc(C)nc2nc(C)nn12
    11%[57.1 µM], 2.5%, -10%, 3%, 1%, -2%, 1%, 5.6µM*, 7%[57.1 µM]
10: Cc1ccc2oc(C(=O)N3CCN(C)C[C@@H]3C(C)C)c(C)c2c1
    1%, 1.7%, -26%, -4%, -1%, 0%, 9%, -15%, 0%
11: CCOc1ccc(NC(=O)CSc2cn(CC(=O)N3CCCCCC3)c3ccccc23)cc1
    -5%, -16%, -4%, -13%, -1%, 5%, 13%, 0%, 17%
12: Cc1csc(SCC(=O)Nc2ccccc2C)n1
    4%, 1.5%, -16%, 5%, -1%, 0%, 28%, -6%, 16%
13: CC(=O)c1ccccc1NC(=O)COC(=O)C1COc2ccccc2O1 (configuration not stated)
    nt, nt, -14%, 12%, -9%, 2%, nt, 21%, nt
14: COCCN(C(=O)COC(=O)C1COc2ccccc2O1)c1c(N)n(Cc2ccccc2)c(=O)[nH]c1=O (configuration not stated)
    -2%, 0.0%, -17%, -2%, 4%, 0%, -26%, -10%, 0%
15: CN1CCN(NC(=S)Nc2ccccc2)CC1
    4%[57.1 µM], -0.3%, -16%, 1%, 3%, 2%, -9%, -8%, 2%[57.1 µM]
16: Cc1ccc(NC(=O)C2CC(=O)OC23CCOC(C)(C)C3)cc1 (configuration not stated)
    2%, 2.4%, -13%, 1%, 0%, 4%, 17%, -23%, 2%
17: CC(=O)c1cccc(NC(=O)C2CCCC2)c1
    15%[57.1 µM], 0.7%, -11%, 2%, -12%, -1%, -34%, 424%[activator], 14%[57.1 µM]
18: O=C(Cc1ccccc1)Nn1c(O)c(/C=C2\C=Nc3ccccc32)sc1=S
    -7%, -0.5%, 32µM*, 4%, ?, ?, -13%, -25%, -5%
19: CCOc1ccc(-c2nn(-c3ccccc3)cc2/C=C2\SC(=S)N(C3CCS(=O)(=O)C3)C2=O)cc1 (configuration not stated)
    -15%, 0.3%, ?, 0%, ?, 0%, -40%, -14%, -12%
20: Cc1cccc(Nc2cc(=O)n(C)c(=O)[nH]2)c1
    -1%, -1.1%, -30%, -5%, -11%, 1%, -5%, 13%, 12%
21: COc1ccc(S(=O)(=O)CCC(=O)Nc2ccc(OC)cc2OC)cc1
    0%, 0.6%, -3%, 1%, 3%, 0%, 13%, ?, -14%
22: COc1ccc(NC(=O)Cc2coc3cc(C)cc(C)c23)c(OC)c1
    -5%, 0.1%, 7%, -9%, 3%, 0%, -12%, -4%, -13%
23: CC(OC(=O)c1cccnc1Cl)C(=O)NCc1ccccc1 (configuration not stated)
    5%, 1.9%, -20%, -3%, 1%, 1%, -2%, 15%, 14%
24: NC(=O)c1cc(NC(=O)c2cc(Br)c(Br)s2)cc(C(N)=O)c1
    6%[57.1 µM], -1.3%, -12%, 6%, 8%, -5%, ?, -13%, 12%[57.1 µM]
25: Cn1c(=O)cc(OCCCC(=O)N2CCN(Cc3ccc4c(c3)OCO4)CC2)c2ccccc21
    -2%, 3.4%, -4%, 2%, -2%, 2%, -13%, -13%, -15%
26: O=C(Cn1c(=O)oc2cc(S(=O)(=O)NCc3ccccc3)ccc21)NCc1ccco1
    5%, -1.2%, -26%, 0%, -5%, 9%, -7%, 3%, 13%
27: CSc1nc2ncncc2[nH]1
    -2%, nt, ?, 0%, -8%, -2%, -13%, -12%, 2%
28: O=C(c1ccccc1)c1ccc(C(=O)N2CCN(c3ccccc3O)CC2)cc1
    nt, nt, -19%, -2%, 2%, -2%, nt, ?, nt
29: COc1ccc(OC)c(-c2cc(C(=O)NCc3ccco3)no2)c1
    41%[activator][57.1 µM], 0.3%, -8%, 19%, -15%, -2%, -4%, -5%, 8%[57.1 µM]
30: Cc1cc(C#N)c(C)n1-c1cc(S(=O)(=O)N2CCOCC2)ccc1N1CCCC1
    -4%, 0.7%, -8%, 0%, 5%, -5%, -48%, ?, -6%[57.1 µM]

Every second line gives: TrxR1 substrate, RXFP1 agonist, USP1 inh, IDH1 R132H inh, Vif-APOBEC3F blk, Vif-A3G inh, RGS4 inh, ALOX12 inh, rTrxR1 inhibitor
31: CC(C)C1Nc2ccc(C(=O)NCCCN3CCOCC3)cc2NC1=O (configuration not stated)
    4%[57.1 µM], -5.7%, -16%, -5%, 12%, 3%, -8%, nt, 8%[57.1 µM]
32: NC(=O)Cc1nc(-c2ccccc2)cs1
    8%[57.1 µM], 2.7%, -7%, 4%, -3%, 0%, -30%, -17%, 5%[57.1 µM]
33: CC1CCCN(C(=O)CN2C(=O)C(C)Oc3ccccc32)C1 (configuration not stated)
    3%, -6.2%, -14%, 3%, -1%, -1%, -29%, 10%, 15%
34: CC(N=C1NS(=O)(=O)c2ccccc21)C(=O)NCc1ccc2c(c1)OCO2 (configuration not stated)
    7%[57.1 µM], 1.1%, -5%, 3%, 1%, 2%, 18%, 0%, 13%
35: COc1ccc(NC(=O)Nc2ccc(OCc3ccccc3)cc2)cn1
    6%, 0.7%, ?, 15%, 1%, 0%, -22%, ?, 24%
36: CN1C(=O)N(c2ccc(Cl)cc2)C(C)(O)CC1(C)C (configuration not stated)
    -3%, -0.1%, -7%, -1%, -6%, 2%, 16%, 34%&-27%[activator], 3%
37: COc1ccc(NC(=O)c2cccnc2Nc2ccc(OC)cc2)cc1
    -7%, 0.2%, -16%, 4%, -3%, -3%, -14%, 0%, 0%
38: Cc1[nH]c2ccccc2c1C(C[N+](=O)[O-])c1cccs1 (configuration not stated)
    -3%[57.1 µM], 0.6%, -17%, -3%, 4%, -1%, -9%, 7%, 14%[57.1 µM]
39: COc1ccc(-c2ccc(OC)c([C@H]3[C@H]4C=CC[C@@H](C)[C@@H]4C(=O)N3Cc3ccccc3)c2)cc1C
    4%, 0.0%, -18%, -12%, -6%, 1%, 10%, ?, 31%[activator]
40: Cc1cc(C(=O)NC(C)Cc2ccccc2)cc(C)c1[N+](=O)[O-] (configuration not stated)
    -16%[57.1 µM], -0.1%, -23%, 4%, -6%, 3%, 14%, -6%, 26%[57.1 µM]
41: C=C(Cl)COc1ccc2c(CCC)cc(=O)oc2c1
    12%[57.1 µM], -1.4%, -17%, 6%, 3%, -4%, 5%, -3%, 9%[57.1 µM]
42: Cc1noc(C)c1C(=O)Nc1ccccc1C(=O)NCCc1ccccc1
    12%, 5.3%, -18%, 0%, 2%, 4%, -3%, -21%, 24%
43: CC(C)(C)OC(=O)C[C@@H]1C/C=C\C[C@@H](CC(=O)NCCO)C(=O)N2CCC[C@H]2COC1=O
    5%, nt, -30%, -3%, 0%, 2%, -1%, -4%, 10%
44: CCOc1c(Nc2ccccc2O)c(=O)c1=O
    3%[57.1 µM], -0.5%, -8%, 4%, 4%, 0%, -8%, 149%[activator], -5%[57.1 µM]
45: OCCNc1nc(-c2cccnc2)nc2ccccc12
    -4%, 3.0%, -8%, 0%, -5%, -1%, 11%, 20%, -16%
46: CCC(C)NC(=O)C1CCCN(S(=O)(=O)c2ccc3c(c2)CC(C)N3C(=O)C2CC2)C1 (configuration not stated)
    0%, 3.2%, -16%, -3%, -1%, 2%, 12%, ?, 16%
47: O=C(NCCCN1CCN(c2ccccc2F)CC1)C1COc2ccccc2C1 (configuration not stated)
    -3%[57.1 µM], 2.3%, -7%, -7%, 1%, 1%, 15%, -8%, 2%[57.1 µM]
48: Cc1ccc(CNC(=O)Cn2c(=O)cc(-c3ccccc3)c3c(C)nn(C)c32)cc1
    -1%[57.1 µM], -0.5%, -30%, -3%, 3%, -2%, 4%, ?, 2%[57.1 µM]
49: O=C(CSc1nc(-c2ccc(F)cc2)[nH]c1-c1ccccc1)Nc1ccccc1
    0%, 2.0%, ?, 36%[activator], ?, 0%, 3%, -15%, 3%
